mABHD4 FP: ABHD4 inhibitors, primary screen, biochemical, fluorescence polarization, mouse; purified mABHD4, FP-Rh probe fluorescence polarization; inhibition, % at 8.92 µM; hit rate 0.54% among 370,000; AID 720543, 2013;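 active = inhibition exceeding the mean over every tested compound plus 3 SD, cut at about 30% in these data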;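 also: 0% = plate median of compound wells and 100% = S159A mutant with DMSO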
Target sequence (Q8VD66 whole entry, looked up): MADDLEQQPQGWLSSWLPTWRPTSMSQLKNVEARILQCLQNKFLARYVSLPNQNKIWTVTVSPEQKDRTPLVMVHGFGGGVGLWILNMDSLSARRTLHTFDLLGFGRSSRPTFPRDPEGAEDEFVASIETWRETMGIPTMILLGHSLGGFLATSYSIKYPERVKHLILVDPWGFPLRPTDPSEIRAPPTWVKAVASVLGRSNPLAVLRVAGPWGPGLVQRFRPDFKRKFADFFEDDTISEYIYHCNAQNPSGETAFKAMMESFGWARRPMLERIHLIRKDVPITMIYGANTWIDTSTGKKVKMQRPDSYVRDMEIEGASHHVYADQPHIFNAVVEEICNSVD
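Test system: mABHD4 protein; Read-out basis: % inhibition; Incubation: 45 min + 60 min at 25 °C; Repeats: single replicate; Technique: fluorescence polarization with parallel and perpendicular emission, 525/598 nm; Compound: 8.92 µM, single dose; Benchmarks: full inhibition S159A mutant plus DMSO, zero as sample-well median.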
HTRA1 inhibitor: HTRA1 serine protease inhibitors, primary screen, biochemical, fluorescence polarization, HTS. hit rate 0.5% among 340,000. Q92743. recombinant HTRA1, FP-rhodamine activity-based probe. inhibition, % at 5.96 µM; in the data active = inhibition above about 36%;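 also: 0% = enzyme with DMSO and 100% = wells lacking enzyme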
SIAE inh: human SIAE inhibitors, primary screen, biochemical, fluorescence polarization, FP-Rh probe, 1536-well HTS; hit rate 0.69% among 370,000; SIAE FP-Rh probe binding; Sialate O-acetylesterase (Homo sapiens), Q9HAT2; inhibition, % at 9.66 µM;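 active = inhibition above a cutoff: mean of compounds within the control limits plus 3 SD of those, cut at about 17% in these data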;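 also: 0% = plate median of compound wells and 100% = probe without SIAE protein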
TCR CD3 inh: inhibitors of human TCR-CD3 interaction, primary screen, biochemical, fluorescence, TAMRA-labeled TCR probe; hit rate 0.37% among 360,000; inhibition, % at 9.4 µM; in the data active = inhibition above about 19%;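 also: recombinant mutant TCR 2C K166C tagged with TAMRA read by polarization; 0% = receptor in buffer alone and 100% = receptor with positive control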
rCAG RNA binder: binders of r(CAG) RNA repeats, primary screen, biochemical, fluorescence; r(CAG) RNA repeat, TO-PRO-1 dye displacement fluorescence; inhibition, % at 3 µM; hit rate 1.3% among 370,000; AID 651821, 2012;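 active = inhibition above the plate cutoff, the mean of all test compounds on that plate plus 3 SD, cut at about 35% in these data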;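 also: 0% = DMSO alone and 100% = 100 µM mitoxantrone as full dye displacement; higher means more dye released from RNA so lower well fluorescence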
MBD2 DNA inh: inhibitors of MBD2 binding to methylated DNA, primary screen, biochemical, TR-FRET, DNA-binding domain, human; Methyl-CpG-binding domain protein 2 (Homo sapiens), Q9UBB5; MBD2 binding to methylated oligonucleotide; inhibition, % at 4.4 µM; hit rate 0.31% among 370,000; AID 686964, 2013; in the data active = inhibition above about 13%
PRMT1 FP inh: PRMT1 methyltransferase inhibitors, primary screen, biochemical, fluorescence polarization; hit rate 1.3% among 370,000; recombinant PRMT1, activity-based probe fluorescence polarization; inhibition, % at 2.79 µM; Protein arginine N-methyltransferase 1 (Homo sapiens), Q99873;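 active = inhibition above about 21% made by adding two undisclosed values, limit read from the data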
Target sequence (Q99873 whole entry, looked up): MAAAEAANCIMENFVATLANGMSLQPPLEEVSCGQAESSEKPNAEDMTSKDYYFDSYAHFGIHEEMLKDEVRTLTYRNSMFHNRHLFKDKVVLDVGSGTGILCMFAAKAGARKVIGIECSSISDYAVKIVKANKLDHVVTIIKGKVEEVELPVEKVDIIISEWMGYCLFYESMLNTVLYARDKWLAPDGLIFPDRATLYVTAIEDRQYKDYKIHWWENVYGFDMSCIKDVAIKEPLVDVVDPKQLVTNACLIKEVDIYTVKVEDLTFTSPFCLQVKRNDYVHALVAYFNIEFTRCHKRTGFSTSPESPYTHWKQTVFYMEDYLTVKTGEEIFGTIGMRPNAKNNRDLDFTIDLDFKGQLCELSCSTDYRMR
TDP2 absorb: human TDP2 enzyme inhibitors, primary screen, biochemical, epi absorbance, recombinant enzyme; hit rate 0.34% among 370,000; AID 720702, 2013; T5PNP hydrolysis, p-nitrophenol absorbance 415 nm; inhibition, % at 12.8 µM;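 active = inhibition above the mean of all tested compounds plus 3 SD, set per campaign, cut at about 25% in these data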;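 also: 0% = DMSO with enzyme and 100% = buffer with substrate but no TDP2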
Target sequence (O95551 whole entry, looked up): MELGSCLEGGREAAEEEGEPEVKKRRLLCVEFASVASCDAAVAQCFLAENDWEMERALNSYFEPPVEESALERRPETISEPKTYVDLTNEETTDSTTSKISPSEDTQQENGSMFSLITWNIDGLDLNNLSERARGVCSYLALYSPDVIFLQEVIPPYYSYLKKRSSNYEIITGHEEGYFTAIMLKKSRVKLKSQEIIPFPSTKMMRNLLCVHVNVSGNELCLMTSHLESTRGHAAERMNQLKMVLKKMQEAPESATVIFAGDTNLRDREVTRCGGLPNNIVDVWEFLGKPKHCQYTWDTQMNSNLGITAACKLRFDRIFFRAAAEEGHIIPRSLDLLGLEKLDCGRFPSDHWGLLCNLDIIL
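Test system: Human TDP2 enzyme | Reagent: 5 mM T5PNP | Compound dosing: 12.8 µM single point, 1% DMSO | Incubation: Enzyme reaction with compound for 2 h at 37 °C | Technique: p-Nitrophenol epi absorbance | Read-out: % inhibition relative to enzyme-containing and enzyme-free wells | Benchmarks: High control without enzyme, low control DMSO plus TDP2 | Replicates: Singlicate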
LEDGF integ inh: blockers of LEDGF/p75-dependent integrase strand transfer – biochemical, TR-FRET, high throughput, primary screen; AID 743269, 2014; HIV-1 integrase (with human LEDGF/p75); hit rate 0.64% among 370,000; TR-FRET IN-LEDGF/p75 DNA integration, Eu/Cy5; inhibition, % at 3.7 µM;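 active = inhibition above the screen-wide mean plus 3 SD, cut at about 13% in these data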;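 also: signal is the Cy5 over europium emission ratio at 671 and 618 nm; 0% = plate median of compound wells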
NPR2 activator: human GC-B receptor activators, primary screen, HEK293 GC-B cells, cGMP TR-FRET, EC30 CNP; Atrial natriuretic peptide receptor 2 (Homo sapiens), P20594; 0% at EC30 CNP, 100% saturating CNP; activation, % at 10 µM; hit rate 0.11% among 370,000;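 active = activation at 10 µM reaching about 35% in either raw or pattern-adjusted values, limit read from the data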
Active calls of the source: *; . = not tested or not shown. The list is partial, so the mix of outcomes need not match the whole.

nr	SMILES	TDP2 absorb	SIAE inh	PRMT1 FP inh	LEDGF integ inh	mABHD4 FP
1	O=C(NC1CCCC1)C1C(c2ccc(C(F)(F)F)cc2)=Nc2ccccc2N1C(=O)c1cc2ccccc2[nH]1 (stereo unspecified)	-11	-8	3	-6	-21
2	Cn1nnc(NC(=O)c2ccco2)n1	-2	-2	1	-2	-1
3	COc1ccc2[nH]cc(CCNC(=O)C3CC(=O)N(c4ccc(Cl)cc4)C3)c2c1 (stereo unspecified)	-3	5	3	-9	21
4	CC(C)Oc1ccc(/C(O)=C2/C(=O)C(=O)N(CCN3CCNCC3)C2c2ccc(C(C)C)cc2)cc1 (stereo unspecified)	1	2	1	0	3
5	O=C1CCN(Cc2ccc([N+](=O)[O-])cc2)CCN1CCO	-11	-2	0	0	-8
6	COc1ccccc1C(CNC(=O)COc1cc(C)ccc1Cl)N1CCCC1 (stereo unspecified)	6	6	-4	-2	1
7	Nc1nnc(-c2ccc(Cl)c([N+](=O)[O-])c2)s1	-7	12	2	0	3
8	Cc1ccn2c(=O)nc(SCC(=O)N3CCCC3)nc2c1	5	1	3	0	8
9	CCC(=O)NC1(C(F)(F)F)C(=O)NC(C)=C1C#N (stereo unspecified)	3	-3	-2	0	-4
10	CCN1CCN(c2ccc(NC(=O)c3cccc(S(=O)(=O)N4CCCC4)c3)cc2)CC1	1	14	0	0	6
11	COc1ccc(Cl)cc1NC(=O)CN(C)C(=O)c1ccc(-n2cncn2)cc1	-1	1	-2	-2	1
12	COc1cccc(-c2cc(=O)c3cc(NC(=O)c4ccccc4)ccc3[nH]2)c1	-8	-6	0	0	-5

nr	MBD2 DNA inh	rCAG RNA binder	HTRA1 inhibitor	NPR2 activator	TCR CD3 inh
1	10	11	.	-8	-9
2	6	1	0	6	0
3	3	6	-7	-4	-1
4	-7	-2	8	2	-5
5	0	0	-3	4	8
6	3	-8	10	-5	2
7	-1	7	-3	-5	2
8	8	3	6	5	1
9	-1	1	4	-8	0
10	2	0	2	3	-1
11	0	3	4	1	-2
12	-2	2	-7	3	5

(further entries)
nr	SMILES	TDP2 absorb	SIAE inh	PRMT1 FP inh	LEDGF integ inh	mABHD4 FP
13	Cc1ccc(S(N)(=O)=O)cc1NC(=O)/C=C/c1cccs1	-7	-5	3	-5	5
14	CCC1=C(OC(=O)N(CC)CC)N2C(=O)OC(=NCc3ccccc3)[C@]2(C)[C@H]2C1=CC[C@H]1C(=O)N(c3ccccc3)C(=O)[C@H]12	-2	1	0	1	-8
15	COCCn1c(=N)c(C(=O)NCc2ccco2)cc2c(=O)n3ccccc3nc21	-2	-2	4	-1	-2
16	NNC(=S)Nc1ccc(OC(F)(F)F)cc1	-17	10	-4	1	-2
17	Cc1c(NC(=O)CCSCCc2ccccn2)cccc1[N+](=O)[O-]	4	-9	-2	1	-3
18	CCOCC(=O)Nc1ccc(S(=O)(=O)Nc2nccs2)cc1	-5	4	1	-4	-5
19	COc1ccc(OC(F)(F)F)cc1CC1(C)C(=O)Nc2ccc(-c3ccsc3)cc21 (stereo unspecified)	-21	-11	12	-1	-38
20	Cn1c(-c2ccc(F)cc2)cnc1SCC(=O)N1CCCc2ccccc21	-2	11	1	-3	-1
21	Nc1c(C2CCCCC2)c(=O)on1C(=O)c1ccccc1	-15	-4	-1	2	5
22	Cc1ccc(-n2c(SCC(N)=O)nnc2-c2ccccn2)cc1	-8	-4	5	-5	-18
23	COc1ccc(OC)c(S(=O)(=O)N2CCCCC2C(=O)N2CCN(CCO)CC2)c1 (stereo unspecified)	-3	4	4	2	3
24	c1ccc(Cn2c[n+](Cc3ccccc3)cn2)cc1	1	-1	-2	-1	-2

nr	MBD2 DNA inh	rCAG RNA binder	HTRA1 inhibitor	NPR2 activator	TCR CD3 inh
13	3	4	3	-2	-1
14	-6	2	-14	1	13
15	-8	6	7	6	2
16	3	7	-12	1	-5
17	7	-3	-5	3	5
18	7	2	1	8	-11
19	8	0	.	7	-9
20	0	-5	9	-9	4
21	0	1	3	-7	0
22	6	-1	12	-2	-6
23	2	9	.	-6	.
24	-2	0	-4	4	1

Grouped by structure, the entries above containing a furan ring, fused or not
nr	SMILES	TDP2 absorb	SIAE inh	PRMT1 FP inh	LEDGF integ inh	mABHD4 FP
2	Cn1nnc(NC(=O)c2ccco2)n1	-2	-2	1	-2	-1
15	COCCn1c(=N)c(C(=O)NCc2ccco2)cc2c(=O)n3ccccc3nc21	-2	-2	4	-1	-2

nr	MBD2 DNA inh	rCAG RNA binder	HTRA1 inhibitor	NPR2 activator	TCR CD3 inh
2	6	1	0	6	0
15	-8	6	7	6	2

Additional compounds follow:
nr	SMILES	TDP2 absorb	SIAE inh	PRMT1 FP inh	LEDGF integ inh	mABHD4 FP
25	COCCNC(=S)N/N=C/c1ccc([N+](=O)[O-])cc1	-3	4	1	-2	3
26	COc1ccc(CCNC(=O)C2CC(=O)N(C3CCCCC3)C2)cc1OC (stereo unspecified)	-19	-3	-5	2	-11
27	CCOC(=O)C(NCc1ccccc1)(NC(=O)c1ccccc1)C(F)(F)F (stereo unspecified)	5	-1	-1	0	4
28	CC1=CC(=O)C=CC1=Nc1ccc(N(C)C)cc1	-5	17*	67*	27*	64*
29	CCOc1ccc(C(=O)Nc2ccc(N3CCN(S(C)(=O)=O)CC3)cc2)cc1[N+](=O)[O-]	-9	1	1	-3	-6
30	S=C(Nc1ccccc1)N1CCN(Cc2ccccc2)CC1	6	2	2	-1	-3
31	COc1ccc(/C=C/C(=O)OCC(=O)NCC2CCCO2)cc1 (stereo unspecified)	-5	1	-2	-3	-3
32	C#CCNC(=O)c1cc2sccc2n1C	7	2	4	-3	3
33	CN1C(=O)C(O)(c2sc(N)nc2-c2ccccc2)c2ccccc21 (stereo unspecified)	-11	1	-1	-3	3
34	COC(=O)Cc1c(O)ccn(CCc2c[nH]c3ccc(OC)cc23)c1=O	2	0	4	-1	6
35	O=C(Cc1n[nH]c(=O)c2ccccc12)OCC(=O)c1ccccc1Cl	-9	2	4	3	-9
36	CC(C)(C)c1ccc(NC(=O)Cn2cnc3cc([N+](=O)[O-])ccc3c2=O)cc1	8	-13	-2	-2	-7

nr	MBD2 DNA inh	rCAG RNA binder	HTRA1 inhibitor	NPR2 activator	TCR CD3 inh
25	0	1	-3	-10	-5
26	4	-1	1	7	-1
27	4	-6	6	4	-5
28	-8	13	.	-11	-5
29	3	-3	-6	1	1
30	1	0	5	3	0
31	-2	-1	-7	4	4
32	4	1	-2	-2	6
33	-3	1	6	0	-5
34	-3	3	-1	0	12
35	-1	1	4	0	-4
36	-5	31	.	-2	6

Later entries:
nr	SMILES	TDP2 absorb	SIAE inh	PRMT1 FP inh	LEDGF integ inh	mABHD4 FP
37	COc1ccccc1S(=O)(=O)c1c(C)cc(C)[nH]c1=O	-2	3	-5	-1	-2
38	CN(C(=O)c1cc([N+](=O)[O-])ccc1N1CCCC1)C1CCCCC1	-14	7	2	-4	7
39	CCN1CCN(C(=O)CCc2nc3ccccc3c(=O)[nH]2)CC1	-10	-2	1	-1	-6
40	CCCCn1nnnc1C1(C)CCC(=O)N1Cc1ccc(OC)cc1 (stereo unspecified)	11	0	1	2	4
41	O=C(CNC(=O)c1ccco1)OCC(=O)c1ccc(Cl)cc1	4	4	-3	2	-3
42	CCC(c1nnnn1-c1c(C)cccc1C)N1CCCN(Cc2ccc(F)cc2)CC1 (stereo unspecified)	-2	-3	-5	0	-2
43	COc1ccc(-c2ccc3c(n2)CCCN3S(=O)(=O)c2ccc(C#N)cc2)cc1	-10	-2	45*	2	-2
44	Cn1c(=O)oc2cc(S(=O)(=O)Nc3ccc(O)cc3)ccc21	6	6	1	-5	5
45	C[C@H]([C@@H](N)C(=O)N[C@@H](C(=O)O)[C@@H]1O[C@H](n2ccc(=O)[nH]c2=O)[C@@H](O)[C@H]1O)[C@@H](O)c1ccc(O)cn1	0	3	1	5	7
46	CCc1cccc(NC(=O)c2ccc(Cn3nc(C)cc3C)o2)c1	-11	3	0	2	-6
47	CN(C)c1cc[n+](CC(=O)N2CCCc3ccccc32)cc1	3	-5	-5	3	-1
48	S=C(Nc1ccccc1)Nc1ccccc1Br	-12	1	-6	0	0

nr	MBD2 DNA inh	rCAG RNA binder	HTRA1 inhibitor	NPR2 activator	TCR CD3 inh
37	1	3	11	12	8
38	0	-8	5	-4	-1
39	0	2	7	-2	2
40	-3	0	.	1	2
41	-7	0	-2	6	4
42	3	0	.	-4	-1
43	3	4	.	5	-4
44	-1	4	4	1	3
45	-6	3	4	-1	4
46	0	-4	-13	-1	-4
47	-4	0	-1	-1	4
48	4	-3	1	-3	2

Next results follow:
nr	SMILES	TDP2 absorb	SIAE inh	PRMT1 FP inh	LEDGF integ inh	mABHD4 FP
49	CC1CCN(Cc2nnnn2CCCC(=O)NCC(C)(C)N2CCOCC2)CC1	-3	1	-2	-2	-9
50	Cc1cnc(C(=O)NCc2ccc(F)cc2)cn1	9	6	0	-1	7
51	Cc1nc(SCc2nc3ccccc3[nH]2)c2oc3cc(Br)ccc3c2n1	-15	-15	-3	-3	10
52	O=C(COC(=O)CCc1nc2ccccc2c(=O)[nH]1)Nc1ccc(OC(F)(F)F)cc1	2	0	2	0	4

nr	MBD2 DNA inh	rCAG RNA binder	HTRA1 inhibitor	NPR2 activator	TCR CD3 inh
49	2	3	7	7	4
50	-2	2	-1	4	3
51	-6	10	-31	-7	5
52	4	0	6	-4	-2

Part of the list above in order of length of the SMILES, low to high.
nr	SMILES	TDP2 absorb	SIAE inh	PRMT1 FP inh	LEDGF integ inh	mABHD4 FP
48	S=C(Nc1ccccc1)Nc1ccccc1Br	-12	1	-6	0	0
50	Cc1cnc(C(=O)NCc2ccc(F)cc2)cn1	9	6	0	-1	7
44	Cn1c(=O)oc2cc(S(=O)(=O)Nc3ccc(O)cc3)ccc21	6	6	1	-5	5
49	CC1CCN(Cc2nnnn2CCCC(=O)NCC(C)(C)N2CCOCC2)CC1	-3	1	-2	-2	-9
52	O=C(COC(=O)CCc1nc2ccccc2c(=O)[nH]1)Nc1ccc(OC(F)(F)F)cc1	2	0	2	0	4
45	C[C@H]([C@@H](N)C(=O)N[C@@H](C(=O)O)[C@@H]1O[C@H](n2ccc(=O)[nH]c2=O)[C@@H](O)[C@H]1O)[C@@H](O)c1ccc(O)cn1	0	3	1	5	7

nr	MBD2 DNA inh	rCAG RNA binder	HTRA1 inhibitor	NPR2 activator	TCR CD3 inh
48	4	-3	1	-3	2
50	-2	2	-1	4	3
44	-1	4	4	1	3
49	2	3	7	7	4
52	4	0	6	-4	-2
45	-6	3	4	-1	4

Bioassay records from PubChem.
